# From PubChem BioAssay
# STEP block = STEP (human) phosphatase inhibition. P54829. inhibition, % at 20 µM. recombinant STEP, OMFP fluorogenic substrate, fluorescence. AID 588621. 360,000 compounds, 0.25% hits;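 active = inhibition at 20 µM, scaled per plate between control wells, above about 37%, limit read from the data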;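 also: 0% = DMSO with enzyme and substrate and 100% = substrate only without enzyme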
#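 Material: STEP (striatal-enriched tyrosine phosphatase) enzyme, cell-free; Compound dosing: 20 µM single dose in 1% DMSO; Technique: fluorescence read at 480 nm ex / 540 nm em; Times: reaction 20 min, ambient temperature; Medium: 50 mM Bis-Tris pH 6.0 with 2.5 mM DTT and 0.005% Tween 20; Also added: OMFP at 25 µM.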
# SUMO1 PPI mod = SUMO1-SIM interaction modulation | P63165 | SUMO1 binding to a labelled peptide, TR-FRET, 1 h | inhibition, % at 20 µM | 360,000 compounds, 0.33% hits | AID 602429; in the data active = inhibition above about 37%
# Target sequence (P63165 whole entry, looked up): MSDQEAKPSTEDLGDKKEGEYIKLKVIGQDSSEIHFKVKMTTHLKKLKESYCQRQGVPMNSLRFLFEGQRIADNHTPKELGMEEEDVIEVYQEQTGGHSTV
# DNMT1 inh = DNMT1 (human) enzyme inhibition; P26358; DNMT1 molecular beacon, Hinp1I cleavage, fluorescence; inhibition (reported as % activation of signal), % at 10 µM; 360,000 compounds, 0.83% hits; in the data active = inhibition above about 50%
# SKN-1 block = C. elegans SKN-1 inhibition | C. elegans VP596 Pgst-4::GFP/RFP ratio, acrylamide-induced, 24 h | inhibition, % at 21.8 µM | 360,000 compounds, 0.49% hits;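 active = interference check ratio from 0.5 to 1.5 plus GFP to RFP signal ratio inhibition reaching or exceeding a fixed threshold, cut at about 30% in these data, passing the limit was not always enough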; also: some compounds called inactive have numbers as strong as hits
# Neddylation inh = cullin neddylation inhibition; P61081+Q13564; TR-FRET cullin neddylation, biochemical; calls only at 25 µM; 360,000 compounds, 0.58% hits; in the data active = inhibition above about 36%
# Target sequence (P61081 whole entry, looked up): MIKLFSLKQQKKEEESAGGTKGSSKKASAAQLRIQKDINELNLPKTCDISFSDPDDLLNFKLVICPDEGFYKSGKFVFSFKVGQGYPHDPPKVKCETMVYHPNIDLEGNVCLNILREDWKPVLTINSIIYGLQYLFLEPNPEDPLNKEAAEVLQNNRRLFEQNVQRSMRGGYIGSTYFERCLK
# Target sequence (Q13564 whole entry, looked up): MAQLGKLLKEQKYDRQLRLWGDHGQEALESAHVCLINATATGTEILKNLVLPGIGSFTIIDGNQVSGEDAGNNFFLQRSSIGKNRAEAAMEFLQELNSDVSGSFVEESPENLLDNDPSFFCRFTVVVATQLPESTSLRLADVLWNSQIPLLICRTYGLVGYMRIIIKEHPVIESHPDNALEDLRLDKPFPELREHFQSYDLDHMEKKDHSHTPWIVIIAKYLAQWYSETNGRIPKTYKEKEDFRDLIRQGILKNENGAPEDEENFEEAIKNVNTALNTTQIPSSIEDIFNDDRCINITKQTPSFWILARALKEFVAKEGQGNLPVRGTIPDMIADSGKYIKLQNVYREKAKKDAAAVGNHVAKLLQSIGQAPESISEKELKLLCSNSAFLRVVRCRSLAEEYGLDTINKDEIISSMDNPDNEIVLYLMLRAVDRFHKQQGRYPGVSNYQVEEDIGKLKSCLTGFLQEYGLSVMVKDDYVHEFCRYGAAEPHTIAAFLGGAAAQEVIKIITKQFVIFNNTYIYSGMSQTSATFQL
# Tb MetRS inh = blocks T. brucei methionyl-tRNA synthetase activity. purified T. brucei MetRS, ATP depletion, Kinase-Glo luminescence. inhibition, % at 11.9 µM. 360,000 compounds, 0.4% hits;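 active = inhibition above a per-plate cutoff of the control wells' mean inhibition plus 3 SD, cut at about 5.5% in these data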;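 also: 0% = DMSO wells median and 100% = median of wells with control inhibitor compound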
#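 System: purified T. brucei MetRS enzyme / Detection: Kinase-Glo luciferase luminescence reporting remaining unconsumed ATP / Medium: HEPES buffer with MgCl2, KCl, DTT, spermine, BSA, pyrophosphatase / Replication: singlicate, one well per compound / Evaluation: percent inhibition relative to median high and low control wells / Schedule: 2 h aminoacylation at 25 °C after 15 min preincubation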
# Scp1 inh = blocks human Scp-1 phosphatase activity; inhibition, % at 20 µM; 340,000 compounds, 0.88% hits; Recombinant Scp1, phosphopeptide, malachite green phosphate absorbance; Q9GZU7;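 active = inhibition above about 50% at 20 µM, limit read from the data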;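 also: plate controls were DMSO wells with enzyme for no effect and wells lacking enzyme for full effect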
#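 Incubation: 45 min enzyme reaction at room temperature / System: truncated SCP-1 phosphatase (76-261aa) / Reagent: Phospho 17-mer peptide substrate / Buffer or medium: Acidic Tris acetate buffer with magnesium and detergent / Signal: absorbance at 630 nm / Doses: one concentration, 20 µM, with 1.0% DMSO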
# NRP1-CendR mod = alters CendR peptide binding to human NRP-1. O14786. inhibition, % at 25 µM. FAM-RPARPAR peptide binding to NRP-1, fluorescence polarization. 360,000 compounds, 0.85% hits. AID 602438;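 active = inhibition or corrected inhibition above about 18%, plus a signal ratio from 0.5 to 1.5, limit read from the data, passing the limit was not always enough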; also: strong numbers were not always called active
# NadD block = NadD (S. aureus) enzyme inhibition. inhibition, % at 20 µM. purified NadD enzyme, colorimetric absorbance read-out. 360,000 compounds, 0.78% hits; in the data active = inhibition above about 26%; also: some compounds past the cut are filed as inactive
# LMPTP inh = LMPTP (human) inhibition. recombinant LMPTP-A, OMFP fluorogenic substrate, fluorescence intensity. inhibition, % at 20 µM. 360,000 compounds, 0.22% hits. AID 651560;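 active = compounds that cut the enzyme signal by at least half of the control window in the single-dose screen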;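 also: plate controls were DMSO wells with enzyme plus substrate for no effect and substrate without enzyme for full effect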
# Target sequence (P24666 whole entry, looked up): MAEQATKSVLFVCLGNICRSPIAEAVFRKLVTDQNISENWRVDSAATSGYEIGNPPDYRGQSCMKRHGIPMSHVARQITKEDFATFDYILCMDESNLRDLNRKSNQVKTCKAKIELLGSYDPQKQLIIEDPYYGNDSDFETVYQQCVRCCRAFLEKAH
#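 Test system – LMPTP-A phosphatase enzyme · Quantity – 0.625 nM LMPTP-A final · Reagent – OMFP substrate, 400 µM final · Dosing – one test concentration per compound, 20 µM, with 3% DMSO overall · Timing – 50 min enzyme reaction at room temperature, protected from light · Detection – fluorescence intensity · Controls – substrate-only low control, DMSO enzyme-plus-substrate high control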
# Active calls of the source: *; i = inactive; / = not tested or not shown; + = active, no number.
STEP block	SUMO1 PPI mod	DNMT1 inh	SKN-1 block	Neddylation inh	Tb MetRS inh	Scp1 inh	NRP1-CendR mod	NadD block	LMPTP inh	SMILES
0	-7	-8	17	i	-0.3	/	-21	-3	0.7	COCCCN1C(=O)C(CC(=O)NC2CC2)CC(C(=O)N2CCOCC2)=C1C (centres undefined)
3	1	8	1	i	-0.2	-2	10	-2	-2.1	Cc1cc(C)c(C(=O)OCCNC(=O)c2cccnc2)cc1C
-1	3	-1	-12	i	-0.2	5	0	2	-1.1	CCCCN1C[C@H](Cc2ccccc2)[C@@H](CC(=O)Nc2ccccc2)C1=O
0	-10	1	-5	i	-0.6	-5	-13	-3	2.9	CCOC(=O)C1=C(N)n2c(s/c(=C\c3cccnc3)c2=O)=C(C#N)C1c1cccnc1 (centres undefined)
-5	4	1	19	i	-0.4	-9	2	-11	-1.5	COc1ccc(N(C)S(=O)(=O)c2cccc(C(=O)NC3CCCC3)c2)cc1
2	-38	1	-25	/	-0.3	-7	-7	1	1.2	N=c1c(C(=O)NCCc2ccccc2)cc2c(=O)n3ccccc3nc2n1CC1CCCO1 (centres undefined)
12	28	0	7	i	-0.5	6	-11	7	35	CN(C)c1ccc(NC(=O)CSCc2nc3c(nnn3Cc3ccc(F)cc3)c(=O)[nH]2)cc1
-1	-6	0	-12	i	0.3	8	-1	-5	-0.7	COC(=O)Cn1ccc(-c2ccc(Cl)cc2)c(C#N)c1=O
1	-2	2	5	i	-0.5	0	-6	-7	0.8	O=C(CSc1nnc(-c2ccccc2F)n1C1CC1)Nc1ccc2[nH]c(=O)[nH]c2c1
4	2	0	31	i	-0.2	/	2	-11	-2.5	COCCNC(=O)C1(C)CCCN(Cc2ccc(Cl)c(Cl)c2)C1 (centres undefined)
-2	5	1	8	i	0.4	-5	7	-2	0.2	CC(C)NC(=O)COc1coc(CN2CCN(c3cccc(Cl)c3)CC2)cc1=O
0	-12	0	4	i	0.4	-4	1	-10	-1.1	O=C1CCC(/C=C/c2ccccc2)=NN1Cc1ccccc1
-3	0	1	-17	i	-0.8	2	5	-3	-0.4	Cc1cc(NC(=O)C2CC2)ccc1NC(=O)c1cccs1
2	-2	1	-3	i	-0.5	-11	8	-7	-1.6	O=C(CC1Sc2ccccc2NC1=O)NCc1ccccc1 (centres undefined)
3	0	0	10	i	-1.1	4	2	4	0.0	Clc1ccc(SCCCCn2cncn2)cc1
7	5	3	5	i	-0.1	-2	5	0	0.2	COc1ccccc1NC(=O)CSc1nnc(C)o1
-2	-1	0	0	i	-0.1	-12	-15	-2	-2.0	O=C(O)c1ccc(/C=C/C(=O)c2ccc3c(c2)OCCCO3)cc1
2	-1	-8	6	i	0.4	-3	-7	3	6.0	COc1ccc(NC(=O)CN2CCN(c3nc(-c4ccc(F)cc4)cs3)CC2)c(OC)c1
-1	5	0	3	i	1.2	2	5	0	0.2	CCC(C)c1ccc(S(=O)(=O)Nc2cccnc2)cc1 (centres undefined)
-1	3	0	15	i	0.3	-17	10	-2	-0.9	COc1ccccc1N(C)S(=O)(=O)c1ccc(C(=O)NNC(=O)c2ccccc2O)cc1
-3	3	2	5	i	-1.6	-1	-4	-5	0.1	COc1ccc(NC(=O)c2ccccc2N2C(=O)C3C4C=CC(C5CC45)C3C2=O)c(OC)c1 (centres undefined)
2	-1	4	3	i	-0.4	0	-9	-8	-2.6	FC(F)(F)c1cccc(N2CCN(CC3CC4C=CC3C4)CC2)c1 (centres undefined)
-5	-5	1	1	i	-0.4	-1	0	-7	-1.9	CC(=O)N(Cc1cc2cc(C)c(C)cc2n2nnnc12)CC1COCCO1 (centres undefined)
-4	-2	5	0	i	0.6	1	-3	0	-0.9	O=C(CSc1ncnc2nc[nH]c12)N1CCOCC1
1	3	0	13	i	-0.8	-6	0	0	-0.9	CCCCOC(=O)C1=C(C)Nc2ncnn2C1c1ccc(OC)c(OC)c1 (centres undefined)
-2	3	-2	19	i	-0.6	-4	1	0	1.3	Cc1ccc(C(=O)N2CCC(C(=O)c3c(C)cc(C)cc3C)CC2)cc1
0	-1	3	-22	i	-1.0	1	14	-1	-2.5	C/C(=C\C(=O)c1ccc(Br)cc1)NNC(=O)c1ccc(O)cc1
-2	5	-13	3	+	-0.4	-14	6	-5	-0.6	Oc1ccc2c(c1)oc1cc(O)ccc12
-2	-3	4	2	i	0.3	-2	6	-2	-0.4	O=C(NCC(c1ccco1)N1CCCCC1)c1cccnc1 (centres undefined)
0	2	2	13	i	-0.5	-7	-3	-3	0.3	CCN(N)C(=S)Nc1ccc(F)cc1
-2	-8	-2	1	i	-0.9	0	1	-11	0.2	CCOCC(=O)Nc1c(C(=O)Nc2ccc3c(c2)OCCO3)oc2ccccc12
2	1	-1	7	i	0.1	-7	13	-2	-0.1	CN(C)CCCN(C(=O)COc1ccccc1)c1nc2cc3c(cc2s1)OCCO3
0	4	0	-1	i	-0.2	-2	4	-6	1.4	CCN(CC(=O)NCc1ccc(Cl)cc1)C(=O)CSCC(=O)Nc1ccc(C)cc1
-1	-1	-2	19	i	-0.2	-8	0	-8	-0.2	CC(=O)Nc1ccc(C(=O)COC(=O)c2cccs2)c(F)c1
-10	2	-1	11	i	0.4	-5	14	-6	1.4	CC1CC1C(=O)Nc1nc(-c2ccccc2)cs1 (centres undefined)
4	9	-1	8	i	-1.4	-3	-5	4	1.3	COc1ccc(S(=O)(=O)N2CCCC2C(=O)Nc2nc3c(s2)CCCC3)cc1 (centres undefined)
-1	-24	8	32	i	-1.1	-10	4	-7	6.5	Cc1ccc(-c2nnn3c2nc(NC(C)C)c2ccccc23)cc1
0	-15	-1	18	i	-0.4	3	-7	2	-0.1	COC(=O)c1ccc(/C=C/C(=O)OCC(=O)NCc2cccs2)cc1
0	-2	5	-9	i	-1.8	-9	3	-2	0.8	Cc1cccc(Oc2ncnc3onc(C)c23)c1C
-1	0	-5	15	i	0.5	8	0	1	7.0	CNc1nc(SCc2ccccc2Cl)nc2c1CCCC2
-3	2	-1	4	/	0.6	-10	-8	-3	-0.1	COCCn1c(-c2ccc(SC)cc2)nc2c1c(=O)[nH]c(=O)n2CC(C)C
-2	1	1	14	i	-0.3	-4	-19	-7	-1.3	Cc1ccc(C23CC4CC(CC(C(=O)N5CCN(C)CC5)(C4)C2)C3)cc1
7	1	1	10	i	0.3	1	7	-5	-1.5	CC(=O)C1C(c2cccc(F)c2)NC(=O)NC1(O)C(F)(F)F (centres undefined)
-4	-7	1	-8	i	-0.8	-9	-1	-5	3.9	CCN(CC)S(=O)(=O)c1ccc(OC)c(NC(=O)c2ccc(=O)[nH]c2)c1
-2	-2	2	16	i	-0.5	-5	1	1	-0.5	CC(=O)Nc1ccc(S(=O)(=O)N2CCN(C(=O)c3ccccc3F)CC2)cc1
-1	6	2	-4	i	-0.7	2	8	4	-0.6	CCCNC(=O)CCc1c(C)nc2nc(-c3cc(OC)cc(OC)c3)nn2c1C
0	1	1	-24	i	-1.4	5	5	0	-0.7	NC(=O)C1CCN(C(c2ccccc2)c2nnnn2C2CCCC2)CC1 (centres undefined)
-3	-2	-4	8	i	-0.8	-5	-8	1	-0.3	CC1CCCC(NC(=O)CCCn2ncn3c(cc4occc43)c2=O)C1C (centres undefined)
3	9	-11	-5	i	-0.2	-8	12	-7	4.3	Cc1ccc(NC(=O)COC(=O)C2CCN(c3ccc(C(F)(F)F)cn3)CC2)cc1C
1	-4	2	-5	i	-0.9	0	7	-1	-4.8	COC(=O)C1CSc2[nH]c(=O)sc2C1c1ccc(OC)c(OC)c1 (centres undefined)
1	-14	-1	4	i	0.1	10	-4	12	-0.2	O=c1c(Cl)c(NCc2ccc(F)cc2)cnn1C12CC3CC(CC(C3)C1)C2
0	2	-6	25	/	0.0	/	-4	0	3.2	Fc1ccc(CNc2ccn3nc(-c4ccccc4)cc3n2)cc1
-2	4	-6	-11	i	-0.2	/	-24	-25	-1.4	CCOc1ccc2nc(NC(=O)c3cccc(N4C(=O)CCC4=O)c3)sc2c1
2	-33	1	3	i	-0.8	3	-3	-2	-1.7	CN(C)CCN=Cc1c(O)n(-c2ccc(S(=O)(=O)N3CCOCC3)cc2)c(=O)c2ccccc12
-8	-24	10	-4	i	-0.4	-9	66	-2	-1.3	O=S(=O)([N-]c1nc2ccccc2nc1-[n+]1ccc(-c2ccncc2)cc1)c1ccccc1
-2	6	-1	-11	i	-0.3	-5	-7	-7	-0.6	CC(C)[C@H]1CN(C)CCN1Cc1cn(C)nc1-c1cccc(Cl)c1
1	2	0	-4	i	-0.6	-5	-10	8	-0.5	Cc1ccc(S(=O)(=O)CC(=O)Nc2ccc(S(=O)(=O)Nc3onc(C)c3C)cc2)cc1
1	3	1	6	i	-0.8	6	5	7	-0.1	CC(C)/C=C1\CCCCC1N(C)C(=O)NC(C)C (centres undefined)
-2	-2	-4	29	i	0.8	-5	9	-5	-0.1	COc1ccc(CNCc2cc(C)c(OC)cc2C)c(OC)c1
-1	-2	-1	-4	i	-0.2	-6	-6	-3	-1.2	COc1ccccc1NC(=O)CSc1nc(=O)n2cc(C)ccc2n1

# Arranged by value in SKN-1 block (lowest first): some entries from above.
STEP block	SUMO1 PPI mod	DNMT1 inh	SKN-1 block	Neddylation inh	Tb MetRS inh	Scp1 inh	NRP1-CendR mod	NadD block	LMPTP inh	SMILES
-2	6	-1	-11	i	-0.3	-5	-7	-7	-0.6	CC(C)[C@H]1CN(C)CCN1Cc1cn(C)nc1-c1cccc(Cl)c1
1	-14	-1	4	i	0.1	10	-4	12	-0.2	O=c1c(Cl)c(NCc2ccc(F)cc2)cnn1C12CC3CC(CC(C3)C1)C2
-2	-2	-4	29	i	0.8	-5	9	-5	-0.1	COc1ccc(CNCc2cc(C)c(OC)cc2C)c(OC)c1

# New compounds follow
STEP block	SUMO1 PPI mod	DNMT1 inh	SKN-1 block	Neddylation inh	Tb MetRS inh	Scp1 inh	NRP1-CendR mod	NadD block	LMPTP inh	SMILES
2	3	-15	-1	i	-0.7	-6	-2	7	-2.0	C=CCNC(=S)Nc1cccc2[nH]ncc12
-1	-6	1	7	i	3.2	-2	8	-2	0.2	Cc1ccc(NS(=O)(=O)c2c(C)[nH]c(C)c2C(=O)N2CCCCC2)cc1F
-2	-3	2	-31	i	-0.9	3	-3	1	-1.6	CN1C(=O)C(CC(N)=O)N(NC(=O)c2ccc(Cl)cc2)C1=S (centres undefined)
1	3	-3	8	i	0.1	4	-8	4	2.4	N#CCC(=O)Nc1ccc(C(=O)N2CCN(c3ccccn3)CC2)cc1
